High-throughput results: PubChem, National Center for Advancing Translational Sciences (NCATS)
Giardia FBPA inh – Giardia lamblia aldolase inhibition; A8B2U2; purified Giardia FBPA; Potency, µM (top dose mostly 59.6 µM), inactives show at the highest dose activity, negative = inhibition, hits mostly inhibitors; 290,000 compounds, 0.71% hits; further: potency means the concentration at half of the fitted maximal effect; nearly all actives have a fitted effect of over 55% in size
Target sequence (A8B2U2 whole entry, looked up): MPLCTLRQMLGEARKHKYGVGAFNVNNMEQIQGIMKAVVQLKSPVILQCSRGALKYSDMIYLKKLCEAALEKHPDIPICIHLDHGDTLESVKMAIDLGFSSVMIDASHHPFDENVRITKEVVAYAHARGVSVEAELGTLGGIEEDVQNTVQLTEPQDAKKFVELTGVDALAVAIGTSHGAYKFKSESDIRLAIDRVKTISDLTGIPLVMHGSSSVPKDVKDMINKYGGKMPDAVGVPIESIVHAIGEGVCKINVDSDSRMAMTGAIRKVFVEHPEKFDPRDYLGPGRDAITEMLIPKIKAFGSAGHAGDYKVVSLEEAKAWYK
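Giardia FBPA (40 nM reagent) was preincubated 10 min at RT with compound (up to 57.5 uM final), then substrate plus GAPDH/TPI/NAD/arsenate coupling system with diaphorase/resazurin was added; resorufin fluorescence (525/598 nm) was read after 20 min.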
AmpC inh detg – blocks E. coli AmpC beta-lactamase in detergent assay | P00811 | AmpC hydrolysis of nitrocefin, absorbance 480 nm, 0.01% Triton | Potency, µM (top dose mostly 114 µM), for inactives: at the top dose activity change, negative = inhibition, most hits filed as inhibitors | 370,000 compounds, 0.041% hits | AID 485294;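 further: potency means the concentration at half of the fitted maximal effect; 0% = no-compound wells and -100% = no-enzyme wells; nearly all actives have a fitted effect of over 25% in size; some results filed as inactive show a strong effect at the top dose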
Target sequence (P00811 whole entry, looked up): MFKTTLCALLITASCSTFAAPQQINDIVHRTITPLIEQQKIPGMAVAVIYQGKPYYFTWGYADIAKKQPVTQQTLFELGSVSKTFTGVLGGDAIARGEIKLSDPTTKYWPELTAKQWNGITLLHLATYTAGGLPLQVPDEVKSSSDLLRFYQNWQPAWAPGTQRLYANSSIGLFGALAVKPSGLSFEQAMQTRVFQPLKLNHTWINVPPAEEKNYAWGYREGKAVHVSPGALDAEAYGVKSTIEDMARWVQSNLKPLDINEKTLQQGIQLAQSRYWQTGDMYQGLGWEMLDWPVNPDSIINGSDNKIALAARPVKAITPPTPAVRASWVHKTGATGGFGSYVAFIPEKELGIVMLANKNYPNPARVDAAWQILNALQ
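AmpC (5.3 nM in the dispensed reagent) in 20 mM phosphate pH 7.0 with 0.01% (detergent screen) or 0.0001% Triton X-100 was preincubated with compounds for 15 min at room temperature. Nitrocefin was then added from an 800 uM solution, and hydrolysis was followed at 480 nm.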
HCMV inh – human cytomegalovirus inhibition; HFF cells, HCMV-luciferase reporter, 72 h; active compounds read low; AID 1259415; 410,000 compounds, 4.5% hits; activity change, negative = inhibition, % at 57.5 µM; in the data active means activity change below about -60%; inconclusive means no clear call, values can overlap the other calls; inactive means above about -39%
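Human foreskin fibroblasts infected with luciferase-reporter HCMV at MOI 1 PFU/cell, compounds at two doses. Luciferase measured 72 h post infection; normalized to buffer-only basal and Salinomycin (10uM) controls.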
AMA1 RON2 block – disrupts binding of P. falciparum AMA1 to RON2; AID 720542; AlphaScreen AMA1-biotinylated RON2 peptide binding; Potency, µM (titrated, usually from 58.2 µM), for inactives: at the top dose activity change, negative = inhibition, actives largely listed as inhibitors; 360,000 compounds, 0.2% hits;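 further: potency means the concentration at half of the fitted maximal effect; 0% = vehicle wells and -100% = peptide control; nearly all actives have a fitted effect of over 45% in size; some results filed as inactive show a strong effect at the top dose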
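AMA1 (3D7) with his tag at 25 nM final met compounds first, then biotinylated RON2 peptide at 25 nM; detection used donor plus acceptor beads, 10 µg/mL apiece, read by AlphaScreen after 30 min at room temperature.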
AmpC no deterg – AmpC beta-lactamase inhibition without detergent | AmpC nitrocefin hydrolysis, absorbance 480 nm, 0.0001% Triton | 330,000 compounds, 0.52% hits | P00811 | AID 485341 | Potency, µM (series often up to 57.1 µM), for the others: at the highest dose activity change, negative = inhibition, actives largely listed as inhibitors;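 further: potency means the concentration at half of the fitted maximal effect; plate controls were no compound for no effect and no enzyme for full effect; nearly all actives have a fitted effect of over 20% in size; some results filed as inactive show a strong effect at the top dose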
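AmpC (5.3 nM in the dispensed reagent) in 20 mM phosphate pH 7.0 with 0.01% (detergent screen) or 0.0001% Triton X-100 was preincubated with compounds for 15 min at room temperature. Nitrocefin was then added from an 800 uM solution, and hydrolysis was followed at 480 nm.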
Sm TGR inh – blocks Schistosoma mansoni thioredoxin glutathione reductase | Q962Y6 | purified TGR, DTNB reduction, TNB absorbance 405 nm | Potency, µM (titrated, usually from 114 µM), inactives show at the highest dose activity change, negative = inhibition, actives largely listed as inhibitors | 360,000 compounds, 3% hits | AID 485364; further: potency means the concentration at half of the fitted maximal effect; nearly all actives have a fitted effect of over 60% in size
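First, TGR (20 nM dispensed) and NADPH were mixed with compound. Second, a 15 min room-temperature incubation followed. Third, further NADPH and then DTNB were added to start the reaction. Finally, TNB absorbance was monitored kinetically.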
* marks the source's active call; other numbers are inactive results; [ ] = remark or other dose. Unless noted, the call rests on the fitted dose curve; in most records, active means well fitted curve in the direction sought with a large enough effect; inconclusive means small, poorly fitted or top-dose-only effect, or another doubt; inactive means no such curve, though single readings can be large; an effect the other way counts as inactive or inconclusive. Unless noted, on the % scale 0 is the no-effect control and ±100 the full control effect. Outcome played no part in choosing rows; overall some 7.8% were active at least once.

What do the screens show for `Cc1ccc(S(=O)(=O)N2CCN(C(=O)Cn3nc(C)c([N+](=O)[O-])c3C)CC2)cc1`?
AmpC inh detg: 4%; HCMV inh: 27; AMA1 RON2 block: -11%; AmpC no deterg: 24%; Sm TGR inh: inconclusive

What do the screens show for `Cc1cc(C(=O)NCC(=O)OCC(=O)N2CCCCCC2)ccc1[N+](=O)[O-]`?
Giardia FBPA inh: 6%; AmpC inh detg: -7%; HCMV inh: 5; AMA1 RON2 block: 6%; AmpC no deterg: -9%; Sm TGR inh: -2%

How did Clc1cccc(CSc2ccc(-c3cccs3)nn2)c1 do in these assays?
AmpC inh detg: -14%; HCMV inh: 27; Sm TGR inh: -3%

Results for Cc1cc(C)cc(NC(=O)COC(=O)Cn2cnc3c2c(=O)n(C)c(=O)n3C)c1 ?
AmpC inh detg: -26%; HCMV inh: 2; AMA1 RON2 block: -16%; AmpC no deterg: 80%[activator]; Sm TGR inh: -3%

How did COc1ccc(C)cc1NS(=O)(=O)c1ccc2c(c1)N(C)CCO2 do in these assays?
AmpC inh detg: 0%; HCMV inh: inconclusive; AMA1 RON2 block: -5%; AmpC no deterg: -16%; Sm TGR inh: -6%

Results for O=C(Cn1ncc2c([nH]c3ccccc32)c1=O)N1CCN(c2ccccc2F)CC1 ?
Giardia FBPA inh: -2%; AmpC inh detg: 5%; HCMV inh: -26; AMA1 RON2 block: 1%; AmpC no deterg: -10%; Sm TGR inh: 8%

How did O=C(COC(=O)c1ccco1)c1ccc(Cl)cc1 do in these assays?
Giardia FBPA inh: -4%; AmpC inh detg: -2%; HCMV inh: 2; AMA1 RON2 block: 12%; AmpC no deterg: -15%; Sm TGR inh: 3%

How did Cc1cc(C)c(NC(=O)CCCN2CCN(C)CC2)c(C)c1 do in these assays?
Giardia FBPA inh: 0%; AmpC inh detg: -9%; HCMV inh: -7; AMA1 RON2 block: -2%; AmpC no deterg: -24%; Sm TGR inh: 3%

What do the screens show for `C[C@H]1CN=C(Nc2ccccc2)N1CC1CCCCCC1`?
Giardia FBPA inh: -9%; AmpC inh detg: -7%; HCMV inh: inconclusive; AMA1 RON2 block: 0%; AmpC no deterg: -19%; Sm TGR inh: 0%

Results for CCOc1ccccc1NC(=O)CCNC(=O)c1ccco1 ?
Giardia FBPA inh: 1%; AmpC inh detg: -12%; HCMV inh: 21; AMA1 RON2 block: -15%; AmpC no deterg: -7%; Sm TGR inh: 2%

Results for CC(=O)Nc1c(O)nc(SCC(=O)N2CCCCC2)[nH]c1=O ?
AmpC inh detg: 1%; HCMV inh: inconclusive; AMA1 RON2 block: -12%[11.6 µM]; AmpC no deterg: -15%; Sm TGR inh: -4%

What do the screens show for `COC(=O)c1ccccc1NC(=O)NCc1ccccn1`?
Giardia FBPA inh: 0%; AmpC inh detg: 2%; HCMV inh: 75; AMA1 RON2 block: 52%[activator]; AmpC no deterg: -9%; Sm TGR inh: 11%

How did Cc1ccc(C(=O)Nc2ccccc2C(N)=O)o1 do in these assays?
Giardia FBPA inh: 4%; AmpC inh detg: 0%; HCMV inh: 29; AMA1 RON2 block: 12%; Sm TGR inh: 0%

What do the screens show for `COc1ccc(C2C(C(=O)OCC3CCCO3)=C(C)NC3=C2C(=O)CC(c2ccco2)C3)cc1O` (centres undefined)?
Giardia FBPA inh: -5%; AmpC inh detg: -10%; HCMV inh: 17; AMA1 RON2 block: 2%; AmpC no deterg: 32%; Sm TGR inh: -18%

Results for Cc1nc(SCc2cccc(Oc3ccccc3)c2)n[nH]1 ?
AmpC inh detg: -11%; HCMV inh: 16; AMA1 RON2 block: 3%; AmpC no deterg: -8%; Sm TGR inh: -3%

Results for Cc1ccccc1OCC(=O)NC(Cc1c[nH]c2ccccc12)C(=O)O (centres undefined) ?
Giardia FBPA inh: 1%; AmpC inh detg: 8%; HCMV inh: -12; AMA1 RON2 block: 18%; AmpC no deterg: -9%; Sm TGR inh: 2%

How did Cc1nn(CC(=O)Nc2cccc(C(F)(F)F)c2)c(=O)c2nn(-c3ccccc3)c(C)c12 do in these assays?
AmpC inh detg: 18%; HCMV inh: -12; Sm TGR inh: 2%

Results for CC(=O)N[C@@H](C)C(=O)N1CCC(n2nccc2NC(=O)CCCc2ccccc2)CC1 ?
Giardia FBPA inh: -11%; AmpC inh detg: 3%; HCMV inh: 2; AMA1 RON2 block: -3%; AmpC no deterg: 7%; Sm TGR inh: -7%

What do the screens show for `Cc1cccc(C(=O)Nc2sc(C(=O)N3CCCC3)c(C)c2C#N)c1`?
Giardia FBPA inh: 7%; AmpC inh detg: -10%; HCMV inh: -13; AMA1 RON2 block: 5%; AmpC no deterg: -16%; Sm TGR inh: -10%

How did COc1ccc(-n2nc(C(=O)N3CCN(c4ccccc4OC)CC3)c3c4ccccc4n(C)c3c2=O)cc1 do in these assays?
AmpC inh detg: 0%; HCMV inh: 21; Sm TGR inh: -2%

Results for Nc1nc2ncc(C(=O)c3cc(Cl)cc(Cl)c3O)cc2s1 ?
Giardia FBPA inh: 3%; AmpC inh detg: 0%; HCMV inh: -13; AMA1 RON2 block: 15%; AmpC no deterg: -44%; Sm TGR inh: 2%

Results for CCCCn1c(NCc2cc(Cl)ccc2O)nc2ccccc21 ?
AmpC inh detg: 12%; HCMV inh: 1; Sm TGR inh: 14%

How did CCCCCCCCC(=O)NCCOc1ccccc1 do in these assays?
Giardia FBPA inh: 1%; AmpC inh detg: -10%; HCMV inh: -15; AMA1 RON2 block: 30%; AmpC no deterg: 16%; Sm TGR inh: 0%

How did CCOc1ccccc1NS(=O)(=O)c1ccc2[nH]c3c(c2c1)CCCCC3 do in these assays?
AmpC inh detg: 0%; HCMV inh: -10; Sm TGR inh: 13%

How did CCN(CC(=O)Nc1c(F)cccc1F)C(=O)c1ccc2c(c1)NC(=O)C(C)S2 (centres undefined) do in these assays?
AmpC inh detg: -11%; HCMV inh: -16; AMA1 RON2 block: 9%; AmpC no deterg: -31%; Sm TGR inh: 4%

How did COc1ccc(C(=O)COC(=O)[C@H](C)Nc2ccc(C(F)(F)F)cc2[N+](=O)[O-])c(OC)c1 do in these assays?
Giardia FBPA inh: -2%; AmpC inh detg: -1%; HCMV inh: -12; AMA1 RON2 block: -1%; AmpC no deterg: -17%; Sm TGR inh: 7%

Results for Nn1c(SCC(=O)Nc2ccc3c(c2)OCCO3)nnc1-c1ccncc1 ?
Giardia FBPA inh: -4%; AmpC inh detg: -5%; HCMV inh: 4; AMA1 RON2 block: -3%; AmpC no deterg: -1%; Sm TGR inh: -18%

How did COc1cc(CN(C(=O)c2ccc(OC(C)C)cc2)c2ccccn2)cc(OC)c1OC do in these assays?
AmpC inh detg: -2%; HCMV inh: -30; Sm TGR inh: 2%

How did CCCN1CCC(=O)N(CCO)CC1 do in these assays?
Giardia FBPA inh: -9%; AmpC inh detg: 10%; HCMV inh: 29; AMA1 RON2 block: 8%; AmpC no deterg: -24%; Sm TGR inh: 9%

Results for COc1cc(OC)cc(C(=O)NNC(=O)NC2CCCCC2)c1 ?
Giardia FBPA inh: 9%; AmpC inh detg: inconclusive; HCMV inh: 40; AMA1 RON2 block: 41%[activator]; AmpC no deterg: -22%; Sm TGR inh: 5%

Five entries already listed, arranged by SMILES length, lowest first:
How did CCCN1CCC(=O)N(CCO)CC1 do in these assays?
Giardia FBPA inh: -9%; AmpC inh detg: 10%; HCMV inh: 29; AMA1 RON2 block: 8%; AmpC no deterg: -24%; Sm TGR inh: 9%

Results for Cc1ccccc1OCC(=O)NC(Cc1c[nH]c2ccccc12)C(=O)O (centres undefined) ?
Giardia FBPA inh: 1%; AmpC inh detg: 8%; HCMV inh: -12; AMA1 RON2 block: 18%; AmpC no deterg: -9%; Sm TGR inh: 2%

What do the screens show for `Cc1cccc(C(=O)Nc2sc(C(=O)N3CCCC3)c(C)c2C#N)c1`?
Giardia FBPA inh: 7%; AmpC inh detg: -10%; HCMV inh: -13; AMA1 RON2 block: 5%; AmpC no deterg: -16%; Sm TGR inh: -10%

How did CCN(CC(=O)Nc1c(F)cccc1F)C(=O)c1ccc2c(c1)NC(=O)C(C)S2 (centres undefined) do in these assays?
AmpC inh detg: -11%; HCMV inh: -16; AMA1 RON2 block: 9%; AmpC no deterg: -31%; Sm TGR inh: 4%

How did Cc1nn(CC(=O)Nc2cccc(C(F)(F)F)c2)c(=O)c2nn(-c3ccccc3)c(C)c12 do in these assays?
AmpC inh detg: 18%; HCMV inh: -12; Sm TGR inh: 2%

Remaining list, next part.
Results for CCc1ccccc1NC1=NCC(=O)N1Cc1ccccc1 ?
Giardia FBPA inh: -17%; AmpC inh detg: inconclusive; HCMV inh: -3; AMA1 RON2 block: -1%; AmpC no deterg: -6%; Sm TGR inh: 2%

What do the screens show for `O=C(O)CSC1=NC(=Nc2ccc(Cl)cc2)C2(CCCCC2)N1c1cccc(C(=O)O)c1`?
Giardia FBPA inh: 0%; AmpC inh detg: 2%; HCMV inh: 10; AMA1 RON2 block: -11%; AmpC no deterg: -17%; Sm TGR inh: -2%

What do the screens show for `COn1c(=O)c(-c2ccccc2)[n+]([O-])c2ccccc21`?
Giardia FBPA inh: -7%; AmpC inh detg: -10%; HCMV inh: -4; AMA1 RON2 block: -2%; AmpC no deterg: -11%; Sm TGR inh: -1%

What do the screens show for `Cc1cccc(NC(=O)Cc2ccc(F)cc2)c1`?
Giardia FBPA inh: -1%; AmpC inh detg: inconclusive; HCMV inh: 22; AMA1 RON2 block: 18%; AmpC no deterg: -22%; Sm TGR inh: 13%

Results for CC(C)(C)C(=O)OCc1cc(=O)n2nc(C3CC3)sc2n1 ?
AmpC inh detg: -6%; HCMV inh: 7; Sm TGR inh: -10%

Results for O=C(COC(=O)c1ccccc1-c1nc2ccccc2s1)NC1CCS(=O)(=O)C1 (centres undefined) ?
Giardia FBPA inh: 6%; AmpC inh detg: 1%; HCMV inh: 33; AMA1 RON2 block: -7%; AmpC no deterg: -5%; Sm TGR inh: 3%

Results for CCOc1ccc(S(=O)(=O)Nc2ccc3c(c2)CCCN3C(=O)c2cccs2)cc1 ?
AmpC inh detg: 18%; HCMV inh: -33; Sm TGR inh: 0%

Results for COc1cccc(CC(=O)NNC(=O)c2c(-c3ccccc3)noc2C)c1 ?
Giardia FBPA inh: 6%; AmpC inh detg: -10%; HCMV inh: 18; AMA1 RON2 block: 91%[activator]; AmpC no deterg: -18%; Sm TGR inh: 24%

What do the screens show for `CCN(CC)CCNC(=O)/C(=N\O)c1ccccn1`?
Giardia FBPA inh: 5%; AmpC inh detg: 1%; HCMV inh: -17; AMA1 RON2 block: 34%[activator]; AmpC no deterg: -11%; Sm TGR inh: -5%[57.1 µM]

Results for Cc1cc(C)c(S(=O)(=O)N2CCCC(C(=O)NCc3cccnc3)C2)c(C)c1 (centres undefined) ?
AmpC inh detg: -2%; HCMV inh: -20; AMA1 RON2 block: -6%; AmpC no deterg: 68%[activator]; Sm TGR inh: -6%
